Akt phos inh – Akt phosphorylation inhibition | Neuro2A IGF-stimulated pAkt S473 HTRF, 20 min; active compounds read low | activity change, % for hits at 50 µM | actives 0.32% (n = 360,000) | AID 651550; in the data active = activity change below about -80%; inconclusive = mostly about -51% to -80%; note: % is set by controls: 0 for no effect and ±100 for the full control effect
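Neuro2A cells (4,500/well, DMEM with 0.5% FBS) were treated with compound at a single 50 µM final concentration, stimulated with 6 nM IGF for 20 min at 37 °C, and lysed. Phospho-Akt Ser473 was read by HTRF as 665/615 ratio ×10^4.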
HepG2 tox – kills HepG2 cells in TGF-b inhibitor counter-screen. HepG2 CAGA-GFP viability, ATP luminescence, 18 h. Potency, µM (series often up to 46.1 µM), for inactives: top-dose activity change, negative = cytotoxicity, usual class: cytotoxic. actives 0.76% (n = 410,000). AID 588856; note: potency is the fitted concentration of half-maximal effect; some results filed as inactive show a strong effect at the top dose
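HepG2 CAGA-GFP cells (1000/well, DMEM with 1% FBS) received compound, then TGF-beta at 500 pg/mL final, and were incubated 18 hours at 37 degrees C. Viability was read by CellTiter-Glo luminescence. Media-only wells were set as complete cell-killing and DMSO as no toxicity.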
MmCpn inh – blocks the Methanococcus maripaludis chaperonin Mm-Cpn; purified Mm-Cpn ATPase, ADP Transcreener TR-FRET; Potency, µM (titrated, usually from 76.9 µM), for the others: top-dose activity, negative = inhibition, hits mostly inhibitors; actives 0.031% (n = 330,000); AID 504842; note: potency is the fitted concentration of half-maximal effect; % is set by controls: 0 for no effect and ±100 for the full control effect; nearly all actives have a fitted effect of over 80% in size
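ATPase read-out: TR-FRET ADP immunoassay (anti-ADP Eu cryptate vs ADP-d2), ex 320 nm, em 590/665 nm; signal drops as ADP forms. Enzyme 25 nM, ATP 10 uM, 30 min at 37°C after 10 min compound preincubation.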
Nrf2 ARE act – activates Nrf2 signaling. actives 0.31% (n = 410,000). AID 624171. AREc32 ARE-luciferase reporter (MCF7-derived line), luminescence, 24 h. Potency, µM (top dose mostly 46.1 µM), for inactives: at the highest dose activation, most hits filed as activators; note: potency is the fitted concentration of half-maximal effect; % of control where 0% means no effect; nearly all actives have a fitted effect of over 65% in size
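Quantitative high-throughput format: AREc32 reporter cells, 1000 per well, received compound by pin transfer and were incubated 24 hr at 37 deg C, 5% CO2, before Steady-Glo luminescence detection.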
ATXN viability – viability counter-screen for ATXN expression inhibitors | Potency, µM (doses to about 56.7 µM), hits mostly cytotoxic | S2 cells (HEK-293 line with an ATXN2-luciferase reporter) viability, CellTiter-Fluor protease fluorescence, 24 h | actives 0.49% (n = 400,000); note: potency is the fitted concentration of half-maximal effect; nearly all actives have a fitted effect of over 40% in size
TGFb SMAD3 inh – blocks TGF-b signaling. HepG2 CAGA-GFP TGF-b/SMAD3 reporter, GFP fluorescence, 18 h; TGF-beta stimulated, 500 pg/mL final. Potency, µM (doses to about 46.1 µM), without a hit: top-dose activity, negative = inhibition, actives largely listed as inhibitors. actives 1.2% (n = 410,000). AID 588855; note: potency is the fitted concentration of half-maximal effect; % is set by controls: 0 for no effect and ±100 for the full control effect; nearly all actives have a fitted effect of over 65% in size
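Inhibition was scored as loss of TGF-beta-induced (500 pg/mL final, 18 hours, 37 degrees C) GFP in HEPG2 cells carrying a CAGA-GFP reporter, in DMEM with 1% FBS. Well GFP was summed per cell; Activity was normalised to unstimulated and stimulated DMSO wells, then concentration-response fitting.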
CCT modulator – cytosolic chaperonin activity modulation. activity change, % (no concentration beside the values), hits read low. actives 0.3% (n = 360,000). purified chaperonin ATPase assay, HTRF ADP detection, 30 min; in the data active = activity change below about -30%; note: % is set by controls: 0 for no effect and ±100 for the full control effect
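We incubate TRiC, 40 or 20 nM final, with library compounds at 76 uM and 10 uM ATP for 30 min at 37 °C. ADP formed is detected with Transcreener HTRF reagents after 30 min at room temperature.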
Nrf2 inh – blocks Nrf2 signaling | A549 ARE-Fluc reporter, luciferase luminescence, 18-24 h | Potency, µM (highest dose often 46 µM), without a hit: at the highest dose activity change, negative = inhibition, most hits filed as inhibitors | actives 2.1% (n = 360,000) | AID 504444; note: potency is the fitted concentration of half-maximal effect; % is set by controls: 0 for no effect and ±100 for the full control effect; nearly all actives have a fitted effect of over 60% in size
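Reporter: ARE-Fluc in A549. Exposure: 18-24 h, 37 °C, 5% CO2, 5% FBS OPTI-MEM. Readouts: fluorescent cytotoxicity (CellTiter-Fluor), then luminescent Nrf2 signal after BugLite.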
A549 tox – counter-screen for Nrf2 inhibitors: cytotoxicity in A549 cells | Potency, µM (series often up to 46 µM), without a hit: at the top dose activity change, negative = cytotoxicity, most hits filed as inhibitors | AID 504648 | A549 ARE-Fluc cells, CellTiter-Fluor viability, 18-24 h | actives 0.16% (n = 390,000); note: potency is the fitted concentration of half-maximal effect; % is set by controls: 0 for no effect and ±100 for the full control effect
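Cytotoxicity counterscreen: CellTiter-Fluor fluorescence was measured in A549 ARE_Fluc cells after 18-24 h of compound exposure in a concentration series. The subsequent BugLite luminescent read reports ARE-luciferase activity.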
* hit, by the source's call; i = inactive; ? = inconclusive; . = not tested or not shown. Unless noted, calls come from the whole dose curve; as a rule, active = well fitted curve in the direction sought with a large enough effect; inconclusive = small, poorly fitted or top-dose-only effect, or another doubt; inactive = no such curve, though single readings can be large; an effect the other way counts as inactive or inconclusive. Compounds were not picked by outcome; any-hit rate near 4.4%.

SMILES	Akt phos inh	HepG2 tox	MmCpn inh	Nrf2 ARE act	ATXN viability	TGFb SMAD3 inh	CCT modulator	Nrf2 inh	A549 tox
O=C(Nc1cccc(-c2csc(Nc3ccc(Cl)cc3)n2)c1)c1cc([N+](=O)[O-])cc(C(F)(F)F)c1	i	-22%	3%	4.8%	.	20µM*	-2.6	?	?
C=C(C)COc1ccc(-c2ncncc2-c2ccc(Br)cc2)c(O)c1	i	-22%	-1%	3.0%	.	?	-3.5	?	?
COc1cccc(CSc2nc3n(n2)C(CC(C)C)C(C(=O)Nc2ccccc2OC)=C(C)N3)c1 (stereo unspecified)	.	0%	.	-0.1%	i	-14%	.	.	-10%
Cc1c(C(=O)NCCSCc2c(F)cccc2Cl)cnn1-c1ccc(F)cc1	i	-43%	0%	0.0%	i	?	-2.9	1%	0%
CCCC(=O)C1=C(O)C(C(=O)OC)C(C)(C)CC1=NC(C)(C)C (stereo unspecified)	i	0%	-4%	-0.2%	i	14%	-1.3	12%	-4%
CN=C(Nc1ccc(C(=O)OC)s1)c1ccc(Cl)cc1	i	5%	3%	2.6%	i	5%	1.8	3%	-1%
Cc1cc(Cl)ccc1OCC(=O)N1CCC(c2nc3ccccc3o2)CC1	.	-23%	.	-1.1%	.	?	.	?	-2%
CC1(C)C(N(O)C(=O)Nc2ccc(Cl)cc2)N(c2ccc(Cl)cc2)C(=O)N1CC(=O)NN (stereo unspecified)	i	-4%	0%	-0.7%	i	-17%	-4.4	7%	4%
COc1ccccc1CNC(=O)c1csc(Cc2ccc(Cl)cc2)n1	i	-6%	1%	1.6%	i	?	-1.0	-10%	11%
CCc1cc(CNC(=O)C2CCC(=O)N(Cc3cccc(F)c3)C2)on1 (stereo unspecified)	i	-14%	3%	-0.4%	i	-11%	-25	-1%	-4%
O=C(OCC(=O)N1CCCC1)c1cc(Cl)ccc1[N+](=O)[O-]	i	-9%	0%	5.3%	i	9%	-1.3	7%	-1%
Cc1ccc(C(c2nnnn2CC2CCCO2)N2CCN(Cc3ccccc3)CC2)cc1 (stereo unspecified)	i	-8%	0%	-0.2%	i	-16%	1.0	-1%	-1%
Cc1ccc(C)c(S(=O)(=O)N2CCN(Cc3cc4c(cc3O)OCO4)CC2)c1	i	-46%	1%	3.0%	i	-15%	-0.3	-2%	0%
COc1ccc(OC)c(NC(=O)c2ccccc2N(Cc2ccccc2)S(C)(=O)=O)c1	i	-12%	-4%	-0.6%	i	7%	-1.3	-22%	2%
COc1cc(OC)cc(C(=O)NC2CC(C)(C)NC(C)(C)C2)c1	i	-8%	0%	-0.8%	i	5%	-1.2	3%	1%
COc1ccc(C(C(=O)NC2CCCC2)N(CCN2CCOCC2)C(=O)c2ccc(OC)c(OC)c2)cc1 (stereo unspecified)	i	5%	0%	0.3%	i	0%	1.3	9%	-4%
NS(=O)(=O)c1ccc(NC(=O)C2(c3ccccc3)CCCC2)cc1	i	10%	1%	-0.2%	i	-4%	-3.9	-13%	6%
COc1ccc(C(=O)N2c3cc4c(cc3C(C)=CC2(C)C)OCO4)cc1	i	-4%	-1%	2.3%	i	-31%	-25	.	-1%
CN1CCN(CC(=O)Nc2cc(S(=O)(=O)N3CCOCC3)ccc2Cl)CC1	i	-3%	-1%	-0.1%	i	0%	-0.1	0%	1%
CCCCc1nc(C(N)=O)c2[nH]c(=O)n(-c3ccc(OCC)cc3)c2n1	i	-17%	-2%	0.0%	i	12%	2.5	10%	2%
CC1CN(c2nc3ccccn3c(=O)c2/C=C(\C#N)S(=O)(=O)c2ccccc2)CC(C)O1 (stereo unspecified)	i	-17%	1%	-0.8%	i	0%	0.5	2%	-5%
COc1ccccc1C(=O)NCCC(=O)NCC(c1ccccc1OC)N1CCCC1 (stereo unspecified)	i	-1%	2%	0.4%	i	-4%	1.2	11%	3%
O=C(COc1ncnc2sccc12)Nc1ccc2c(c1)OCCO2	i	-14%	-1%	-1.3%	i	2%	0.8	3%	-4%
Cc1csc(NC(=O)CNC(=O)OCc2ccccc2)n1	i	3%	2%	-0.5%	i	-13%	-6.4	4%	-3%
S=C1N(c2ccccc2)C(c2ccccc2)N2CCCN12 (stereo unspecified)	i	5%	4%	-0.1%	i	-4%	0.6	-5%	6%

One compound at a time, from the list above. Order of values: Akt phos inh	HepG2 tox	MmCpn inh	Nrf2 ARE act	ATXN viability	TGFb SMAD3 inh	CCT modulator	Nrf2 inh	A549 tox
CN1CCN(CC(=O)Nc2cc(S(=O)(=O)N3CCOCC3)ccc2Cl)CC1 across the screens: i	-3%	-1%	-0.1%	i	0%	-0.1	0%	1%
CC1(C)C(N(O)C(=O)Nc2ccc(Cl)cc2)N(c2ccc(Cl)cc2)C(=O)N1CC(=O)NN (stereo unspecified) across the screens: i	-4%	0%	-0.7%	i	-17%	-4.4	7%	4%
Cc1ccc(C)c(S(=O)(=O)N2CCN(Cc3cc4c(cc3O)OCO4)CC2)c1 across the screens: i	-46%	1%	3.0%	i	-15%	-0.3	-2%	0%

Later entries
SMILES	Akt phos inh	HepG2 tox	MmCpn inh	Nrf2 ARE act	ATXN viability	TGFb SMAD3 inh	CCT modulator	Nrf2 inh	A549 tox
COc1ccc(N2CCN(S(=O)(=O)CCNC(=O)c3ccc(OC(C)C)cc3)CC2)cc1	.	-3%	.	-0.3%	.	-1%	.	.	-6%
CCN(CC)S(=O)(=O)c1cc(C(=O)OCC(=O)Nc2cccc(C)c2C)ccc1F	i	-20%	-3%	-0.3%	i	-5%	1.2	-14%	9%
CC(C)OC(=O)c1cc2c(ccn2C)n1CC(=O)N1CCC(Cc2ccccc2)CC1	i	-8%	1%	-0.5%	i	?	0.6	-29%	-16%
C#CCOCCOCCOCCNc1nc(N2CCN(C(=O)CCCCCCCCCCNC(=O)[C@@H](CCSC)n3cc(CCO)nn3)CC2)nc(N2CCN(C(=O)CCCCCCCCCCNC(=O)[C@H](CCCN=C(N)N)n3cc(C[C@@H](C)CC)nn3)CC2)n1	i	-80%	4%	-1.3%	16µM*	?	-1.3	?	?
COc1ccc(/C=N/N2CCN(C)CC2)cc1OC	i	3%	1%	-0.2%	i	8%	1.1	.	1%
CC(C)C(NC(=O)c1ccccc1F)C(=O)NCc1ccccc1 (stereo unspecified)	i	8%	1%	0.1%	i	5%	-1.4	-4%	1%
COc1cccc(OC)c1C(=O)Nc1cccc(-n2cnnn2)c1	i	15%	1%	0.9%	i	25%	0.9	-5%	-5%
Cc1ccc(S(=O)(=O)N(C)CC(=O)O/N=C(\N)c2cccc(Br)c2)cc1	i	-22%	1%	1.5%	i	-24%	-3.3	-1%	-1%
Cc1ccc(O)c(NC(=O)c2cc(-c3cccs3)on2)c1	i	1%	-2%	6.7%	i	6%	-2.6	-6%	1%
CC(C)(C)OC(=O)N1CCc2onc(-c3ccc(N)cc3)c2C1=O	i	-2%	.	0.1%	i	7%	-0.8	.	.
COc1cccc2sc3cc(C#CC4(O)CCCCC4)ccc3c(=O)c12	i	7.1µM*	-26%	-3.7%	?	7.1µM*	-2.6	?	-13%
COc1cc(O)cc2cc3c(c(O)c12)C(=O)CC(C)(O)O3 (stereo unspecified)	i	-64%	-4%	2.7%	?	?	0.6	3%	-11%
COc1ccc(N2CCN(C(=O)c3ccc(S(=O)(=O)N4CCCC4)cc3)CC2)cc1	i	-11%	1%	-0.1%	i	-16%	-3.7	4%	1%
O=C(Cc1ccc(Cl)cc1)SCc1ccccc1	i	2%	0%	-0.9%	i	-1%	0.0	9%	4%
Cc1ccc(N2CC(O)=C(c3ccccc3)C2=N)cc1	i	0%	0%	3.9%	i	7%	-3.4	11%	-1%
Cc1ccsc1C(C(=O)NC(C)(C)C)N(Cc1ccco1)C(=O)c1csnn1 (stereo unspecified)	i	3%	-5%	-0.1%	i	-21%	0.0	-7%	-9%
CC(C)Cc1nc(SCC(=O)Nc2nnc(CC(C)C)s2)n[nH]1	i	17%	1%	-0.1%	i	9%	-0.5	-5%	-6%
Cc1nnc(SCC(=O)Nn2cnnc2)s1	i	9%	-3%	0.1%	i	-3%	1.9	?	3%
O=C(Nc1ccc(-c2cn3ccsc3n2)cc1)C1CC1	i	-49%	1%	0.6%	i	3%	2.1	29%	-3%
Nc1ccc(C(=O)c2cccs2)cn1	i	8%	1%	?	i	-5%	1.8	?	7%
CCN(C(=O)COC(=O)c1ccc(C=O)cc1)c1c(N)n(Cc2ccccc2)c(=O)[nH]c1=O	i	-2%	-5%	0.2%	i	3%	-8.1	6%	0%
CC(C)(C)c1ccccc1NC(=O)c1ccc(-n2cncn2)c([N+](=O)[O-])c1	i	8%	1%	0.3%	i	0%	-4.0	-54%	-13%
CC(C)N(C(=S)NCc1ccccc1)C(C)C	i	-21%	0%	-1.4%	i	-8%	-0.2	-10%	13%
O=C1/C(=C/c2cccc(Br)c2)SC(=S)N1CCC(=O)N(CCO)c1ccccc1	i	-43%	-1%	13µM*	i	?	-0.5	23%	-13%
NC1=CC(=O)C(=O)c2cccnc21	i	6.3µM*	.	-5.5%	?	7.9µM*	1.4	.	.
Cc1cc(-c2nnc(SCC(=O)Nc3ccccc3)n2C)no1	i	10%	0%	0.0%	i	-4%	-6.6	?	4%
O=C(CNc1cccc(S(=O)(=O)N2CCCC2)c1)Nc1cccc(Br)c1	i	-28%	0%	2.1%	?	?	0.7	21µM*	-23%
O=C(Nc1ccc(Cl)cc1)Nc1ccc(N2CCCC2)c(S(=O)(=O)Nc2ccccc2Cl)c1	i	-32%	-3%	2.4%	i	?	-2.0	3.3µM*	?
Cc1ccc(C(=O)Nc2nc(-c3nnn(-c4cccc(Cl)c4C)c3C)ns2)cc1C	.	-24%	.	1.0%	i	?	.	?	0%
CNC(=O)C1(C)CCN1C(=O)c1ccccc1CCc1ccccc1 (stereo unspecified)	i	1%	.	0.3%	i	-3%	-0.3	.	.
